Screening results as filed in PubChem.
PGK inhibitor – qHTS Assay to Find Inhibitors of Phosphoglycerate Kinase; Phosphoglycerate kinase, glycosomal (Trypanosoma brucei brucei), P07378; PGK/GAPDH coupled, Kinase-Glo luminescence, 60 min; Potency, µM (titrated, usually from 57.5 µM), without a hit: at the highest dose activity change, negative = inhibition, most hits filed as inhibitors; 0.043% of 380,000 active; AID 602233, 2012; note: potency is the fitted concentration of half-maximal effect; % is set by controls: 0 for no effect and ±100 for the full control effect; nearly all actives have a fitted effect of over 60% in size
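Recombinant glycosomal PGK reaction used 1,3-bisphosphoglycerate generated in-well by GAPDH (100nM final) in 100mM TEA pH 7.6, 5mM MgCl2, 0.01% Tween-20. After 60 minutes at room temperature, ATP was read by Kinase-Glo Plus luminescence end-point.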
G9a inh – qHTS Assay for Inhibitors of Histone Lysine Methyltransferase G9a | 8.8% of 350,000 active | G9a H3K9 monomethylation, AlphaScreen, 2 h | AID 504332, 2011 | Potency, µM (series often up to 102 µM), without a hit: at the top dose activity, negative = inhibition, hits mostly inhibitors | Histone-lysine N-methyltransferase EHMT2 (Homo sapiens), Q96KQ7; note: potency is the fitted concentration of half-maximal effect; % is set by controls: 0 for no effect and ±100 for the full control effect; nearly all actives have a fitted effect of over 75% in size
Target sequence (Q96KQ7 913-1193 limits assumed): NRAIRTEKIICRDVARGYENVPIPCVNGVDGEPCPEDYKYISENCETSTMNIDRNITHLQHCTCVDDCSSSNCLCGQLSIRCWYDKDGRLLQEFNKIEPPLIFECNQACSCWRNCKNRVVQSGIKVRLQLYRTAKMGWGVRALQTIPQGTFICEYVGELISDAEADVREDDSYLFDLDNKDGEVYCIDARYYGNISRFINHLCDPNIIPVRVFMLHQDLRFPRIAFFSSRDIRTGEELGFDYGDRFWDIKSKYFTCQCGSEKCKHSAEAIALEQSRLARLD
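Signal arises when biotinylated H3K9 peptide, once monomethylated, bridges streptavidin donor and antibody-captured acceptor beads. Enzyme at 20 nM was preincubated 15 min with test compounds; peptide 500 nM and SAM 20 uM then reacted for 2 h.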
Pin1 inh – qHTS Assay to Find Inhibitors of Pin1. Peptidyl-prolyl cis-trans isomerase NIMA-interacting 1 (Homo sapiens), Q13526. Pin1 FP peptide displacement, HiFluor488, 10 min. Potency, µM (top dose mostly 115 µM), without a hit: at the highest dose activity, negative = inhibition, actives largely listed as inhibitors. 0.009% of 390,000 active; active = well fitted inhibition curve with a large enough effect in the polarisation, with a control signal flat, not every such curve was filed as active; inconclusive = small, poorly fitted or top-dose-only effect, or effect the other way, or a change in a side signal; inactive = no such curve, though single readings can be large or run the other way; the % refers to the polarisation; note: potency is the fitted concentration of half-maximal effect; % is set by controls: 0 for no effect and ±100 for the full control effect
GLS inhibitor – qHTS for Inhibitors of Glutaminase (GLS). GLS enzymatic activity, qHTS titration. Potency, µM (top dose mostly 45.5 µM), inactives show top-dose activity change, negative = inhibition, usual class: inhibitors. 0.21% of 410,000 active; note: potency is the fitted concentration of half-maximal effect; % is set by controls: 0 for no effect and ±100 for the full control effect
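hKGA in 45 mM KH2PO4 pH 8.2, 0.02% Tween-20 with pin-transferred compounds; 1 mM L-glutamine (stock) plus glutamate oxidase/HRP/Amplex Red coupling added. Fluorescence read initially and after 30 min at RT.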
BAZ2B inh – qHTS Assay for Inhibitors of BAZ2B. Bromodomain adjacent to zinc finger domain protein 2B (Homo sapiens), Q9UIF8. AlphaScreen BAZ2B-H3K14Ac peptide displacement. Potency, µM (doses to about 114 µM), inactives show top-dose activity change, negative = inhibition, most hits filed as inhibitors. 4.4% of 360,000 active. AID 504333, 2011; note: potency is the fitted concentration of half-maximal effect; % is set by controls: 0 for no effect and ±100 for the full control effect; nearly all actives have a fitted effect of over 60% in size
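In this displacement format the biotinylated H3(5-23) peptide acetylated at Lys14 serves as ligand at 50 nM, with BAZ2B at 50 nM in PBS pH 7.4 containing 0.01% Tween-20. Donor and acceptor beads are 10 ug/mL final.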
JMJD2A Tudor – qHTS Assay for Inhibitors of JMJD2A-Tudor Domain; Lysine-specific demethylase 4A (Homo sapiens), O75164; AlphaScreen JMJD2A-Tudor / H3K4me3 peptide binding; Potency, µM (doses to about 114 µM), without a hit: top-dose activity change, negative = inhibition, actives largely listed as inhibitors; 4.4% of 390,000 active; note: potency is the fitted concentration of half-maximal effect; % is set by controls: 0 for no effect and ±100 for the full control effect; nearly all actives have a fitted effect of over 50% in size
HP1b binding inh – HTS for Inhibitors of HP1-beta Chromodomain Interactions with Methylated Histone Tails. Chromobox protein homolog 1 (Homo sapiens), P83916. AlphaScreen HP1-beta / biotin-H3K9me3 peptide binding. Potency, µM (doses to about 114 µM), for inactives: top-dose activity change, negative = inhibition, most hits filed as inhibitors. 0.56% of 390,000 active; note: potency is the fitted concentration of half-maximal effect; nearly all actives have a fitted effect of over 70% in size; inactives centre near 23
Target sequence (P83916 whole entry, looked up): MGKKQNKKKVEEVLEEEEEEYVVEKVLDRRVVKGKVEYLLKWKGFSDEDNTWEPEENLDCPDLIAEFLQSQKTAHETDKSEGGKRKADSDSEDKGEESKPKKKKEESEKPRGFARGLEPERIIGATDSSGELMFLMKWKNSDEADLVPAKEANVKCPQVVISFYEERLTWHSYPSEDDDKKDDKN
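AlphaScreen: HP1-beta (50 nM) preformed 30 min with biotin-H3(1-18)K9me3 peptide (50 nM) in PBS pH 7.4, 0.01% Tween-20. Compound added for 30 min at RT, then streptavidin donor/nickel chelate acceptor beads (10 ug/mL) for 30 min.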
ERG Ets-DNA blk – qHTS for Small Molecule Inhibitors of the ERG Ets/DNA interaction; Potency, µM (series often up to 76.9 µM), for inactives: top-dose FP activity, negative = inhibition, most hits filed as inhibitors; 0.028% of 370,000 active; fluorescence polarization, His-ERG Ets domain / labelled DNA; AID 624246, 2012; Transcriptional regulator ERG (Homo sapiens), P11308; active = well fitted inhibition curve with a large enough effect in the polarisation, with a control signal flat; inconclusive = small, poorly fitted or top-dose-only effect, or effect the other way, or a change in a side signal; inactive = no such curve, though single readings can be large or run the other way; the % refers to the polarisation;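 note: polarization taken with two DNA probes labelled with fluorescein and Texas red; potency is the fitted concentration of half-maximal effect; % of control where 0% means no effect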
Target sequence (P11308 whole entry, looked up, the tested form may be a part): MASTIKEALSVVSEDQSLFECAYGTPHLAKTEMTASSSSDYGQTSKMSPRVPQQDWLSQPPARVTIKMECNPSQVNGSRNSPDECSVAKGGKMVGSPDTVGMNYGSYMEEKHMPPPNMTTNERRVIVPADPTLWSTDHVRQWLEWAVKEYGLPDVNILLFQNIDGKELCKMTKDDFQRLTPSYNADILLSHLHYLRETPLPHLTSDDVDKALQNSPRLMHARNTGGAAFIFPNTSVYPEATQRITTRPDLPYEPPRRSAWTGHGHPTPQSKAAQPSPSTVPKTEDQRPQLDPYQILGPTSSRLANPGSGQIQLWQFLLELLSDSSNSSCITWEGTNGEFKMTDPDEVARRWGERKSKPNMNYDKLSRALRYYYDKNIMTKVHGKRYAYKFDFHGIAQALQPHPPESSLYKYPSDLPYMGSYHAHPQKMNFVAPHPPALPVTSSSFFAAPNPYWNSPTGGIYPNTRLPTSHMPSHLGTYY
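His-tagged ERG Ets domain (1 uM in the protein solution; 300mM KCl, 50mM Tris-HCl, 1mM EDTA, 1mM DTT, pH 7.5) received compound, then a probe mix of 5 nM fluorescein-DNA and 100nM Texas-615-DNA. Fluorescence polarization was read for both dyes.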
PI4K2A block – qHTS for small molecular inhibitors of PI4K2A; purified PI4K2A, ADP-Glo luminescence, 1 h; stronger effect = lower value; activity change, negative = inhibition, % at 76.9 µM; 0.13% of 420,000 active; Phosphatidylinositol 4-kinase type 2-alpha (Homo sapiens), Q9BTU6; in the data active = activity change below about -50%; inconclusive = mostly about -30% to -49%;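 note: -100% = wells without enzyme as full effect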
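In this quantitative HTS, ADP production by PI4K2A was quantified luminescently after 1 h at ambient temperature; 100 microM adenosine served as plate-quality control.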
The depositor's hits bear a star; i = inactive; ? = inconclusive; nt = not tested or not shown; [ ] = dose if it differs, or a comment. Unless noted, calls come from the whole dose curve; as a rule, active = well fitted curve in the direction sought with a large enough effect; inconclusive = small, poorly fitted or top-dose-only effect, or another doubt; inactive = no such curve, though single readings can be large; an effect the other way counts as inactive or inconclusive.

PGK inhibitor | G9a inh | Pin1 inh | GLS inhibitor | BAZ2B inh | canonical_smiles | JMJD2A Tudor | HP1b binding inh | ERG Ets-DNA blk | PI4K2A block
6% | -11%[59 µM] | 0% | 15% | 3% | CC1CC(OCC(O)CN2CCOCC2)CC(C)(C)C1 (stereo not drawn) | -15% | 36% | 0% | 5
-9% | 18%[59 µM] | 18% | 0% | -24% | O=C(COc1ccc(F)cc1)Nc1ccccc1C(=O)OCc1cc(=O)n2nc(C3CC3)sc2n1 | -1% | 33% | -3% | -2
-2% | -3%[59 µM] | 30% | -4% | -2% | COc1cccc(Cn2c(CNS(=O)(=O)c3ccc(C(C)(C)C)cc3)nc3cccnc32)c1 | -21% | 31%[57 µM] | 8% | -4
0% | -1%[2.33 µM] | -4% | 16% | 0% | Oc1ccc(C[C@@H]2CNCCN2CCc2cc(C(F)(F)F)cc(C(F)(F)F)c2)cc1 | -34% | 25% | 20% | -5
i | 6% | 1% | 2% | -4% | Cc1ccccc1NC(=O)c1nn(C)c(C(=O)Nc2ccccc2C)c1[N+](=O)[O-] | -18% | 25% | 4% | 3
5% | ? | 6% | 1% | -21% | CC(=O)c1ccc(N2CCN(C(=O)Cc3cccs3)CC2)cc1 | -13% | 31% | 5% | -3
-1% | -39% | 6% | 28% | ? | O=C(Nc1cccc(NC(=O)N2CCN(c3ccccc3)CC2)c1)N1CCN(c2ccccc2)CC1 | ? | -19% | -3% | 9
1% | nt | 1% | -2% | nt | CC(C)NC(=O)Nc1ccc2c(c1)C(=O)N([C@H](C)CO)C[C@H](C)[C@@H](CN(C)S(=O)(=O)c1ccc(F)cc1)O2 | -13% | 24% | 14% | -4
-1% | -12% | 2% | 4% | -29% | O=C(Nc1cccc(Cl)c1N1CCOCC1)c1ccc2c(c1)OCCO2 | -11% | 29% | 3% | -2
-9% | -6% | 27% | 6% | -16% | COc1ccccc1/C=C/C=N/NC(=O)c1cc(-c2ccc(C)o2)[nH]n1 | ? | -22% | 11% | 1
10% | -41%[12.7 µM] | -5% | 13% | 18% | O=C(NNC(=S)Nc1ccc(F)cc1)c1ccccc1OC(F)F | -19% | 23% | -1% | -3
-10% | nt | 4% | 0% | nt | CC(=O)NCCc1nc(-c2ccc(Cl)cc2)no1 | -4% | 61%[activator] | -1% | -4
-5% | 6%[59 µM] | -2% | -14% | -7% | CC(=O)c1cccc(NC(=O)c2sc(-n3nc(C)c(Cc4ccccc4)c3C)nc2C)c1 | -6% | 36% | 0% | -1
-3% | -5%[59 µM] | 0% | -4% | 19% | COc1ccc(Cc2nnc(SCC(=O)NCC3CCCO3)o2)cc1 (stereo not drawn) | -4% | 9% | nt | 0
-8% | -3%[59 µM] | 3% | -5% | -6% | COC(=O)Cc1csc(Nc2c(C)n(C)n(-c3ccccc3)c2=O)n1 | -16% | 11% | -6% | 12
-18% | -6%[12.7 µM] | 3% | 2% | -23% | Cc1ccc(C(=O)Nc2cccc(C(F)(F)F)c2)cc1Nc1ccccn1 | ? | 27% | -4% | 0
-3% | -25%[59 µM] | -1% | 20% | -16% | COc1ccccc1N1CCN(c2ccc(=O)n(CC(=O)NCc3ccc(F)cc3)n2)CC1 | -24% | 54%[activator] | 0% | -8
-4% | -27%[12.7 µM] | -1% | -2% | -1% | C#CC(CO)N(CCN(Cc1ccccc1)C(C#C)CO)Cc1ccccc1 (stereo not drawn) | -19% | 35% | 9% | -9
i | 6%[59 µM] | 3% | 4% | -17% | O=C(NC1CCCCC1)N1CCN(C(=O)c2ccco2)CC1 | -4% | 40%[activator] | -1% | 2
-2% | ? | -3% | 5% | 11% | Clc1ccc(-c2nnc3cccc(Cl)n23)c(Cl)c1 | -12% | 11% | 0% | 3
-3% | 3% | -2% | 1% | -16% | COC(=O)c1ccc(N=Cc2c(C(F)(F)F)[nH]n(C)c2=O)cc1 | 4% | 25% | -9% | 3
-7% | 15% | -6% | 3% | -33% | C/C(=N\NC(=O)C1COc2ccccc2O1)c1cccs1 (stereo not drawn) | -22% | 21% | nt | -1
-3% | ? | 42%[activator] | 2% | -6% | CC(=O)c1ccc(N=Cc2c(O)n(-c3cc(Cl)ccc3N3CCOCC3)c(=O)c3ccccc23)cc1 | -19% | 5% | 3% | -13
11% | 14%[2.33 µM] | -3% | 25% | 1% | Cc1ccc(NC2=CC(=O)CC(C)(C)C2)cc1C | -9% | 24% | -3% | 0
-8% | 4% | -5% | 1% | 13% | c1cn(CCCNc2ncnc3sc4c(c23)CCC4)cn1 | -23% | 11% | 0% | 12
1% | -37% | -2% | 2% | 11% | Cc1ccc(NC(=O)CSCC(=O)Nc2ccc(S(=O)(=O)N3CCCC3)cc2)cc1 | -19% | 2% | 1% | 4
0% | 19%[59 µM] | ? | 1% | 72%[activator] | OC(COCC(F)(F)C(F)(F)C(F)(F)C(F)F)Cn1c2ccccc2c2ccccc21 (stereo not drawn) | 10% | 80%[activator] | 4% | 4
0% | ? | 0% | 8% | -28% | CN(c1ccc(C(=O)N2CCN(Cc3ccccc3)CC2)cc1)S(=O)(=O)c1ccc(Cl)cc1 | -27% | 7% | -5% | -4
0% | -7%[59 µM] | -1% | 7% | 6% | CCOc1cc(C(=O)O)cc(Cl)c1OC | 2% | 42%[activator] | 3% | 5
-4% | 8%[59 µM] | 10% | -15% | -3% | O=C(CCc1ccccc1)Nc1ccccc1F | 13% | 28% | 5% | -4
i | -27% | -2% | 1% | 1% | O=C(NCCn1c(C(F)(F)F)nc2ccccc21)[C@H]1CCCN1c1nc(CN2CCCCC2)cs1 | -12% | 34% | -13% | -1
1% | 6.3µM* | 0% | 14% | -35% | COCC(C)n1c(C)cc(C(=O)CSc2nnc(N)s2)c1C (stereo not drawn) | -25% | 16% | 0% | -6
0% | 3% | 1% | 4% | -1% | COc1ccc(Cl)cc1S(=O)(=O)N(C)CC(=O)NCc1ccc2c(c1)OCO2 | -1% | 20% | -3% | 3
-10%[11.5 µM] | 9% | 2% | 4% | 9% | COc1ccc(-c2nc3ccccc3[nH]2)cc1 | -4% | 29% | nt | -20
5% | 14µM* | 27% | 13% | 13µM* | Cc1ccc(C(=O)NC(=S)/C=C2\N(C)c3ccccc3C2(C)C)cc1 | 22µM* | 13µM* | 104%[activator] | -5
9% | -8%[2.33 µM] | -16% | -2% | ? | Cc1cn([C@@H](CCCCN)C(=O)NCCCCCCCCCCC(=O)N2CCNCC2)nn1 | -9% | 21% | -7% | -11
9% | 4%[59 µM] | 3% | 0% | -18% | Cc1cn(S(=O)(=O)c2ccc(F)c(Cl)c2)cn1 | -7% | 55%[activator] | 4% | -1
-4%[11.5 µM] | 3%[0.501 µM] | 0% | 0% | ? | O=C1C2C3C=CC(C3)C2C(=O)N1CCc1ccccc1 (stereo not drawn) | -10% | 25% | nt | -2
-2% | -4%[59 µM] | 2% | 4% | -4% | CCOc1ccc(Nc2oc(-c3cccs3)nc2C#N)cc1 | -11% | 4% | nt | -1
2% | -13% | 5% | -4% | -23% | Cc1cc(NC(=O)CSc2n[nH]c(N)n2)no1 | -11% | 22% | -1% | -1

The closing two records of the section before open the next one:
PGK inhibitor | G9a inh | Pin1 inh | GLS inhibitor | BAZ2B inh | canonical_smiles | JMJD2A Tudor | HP1b binding inh | ERG Ets-DNA blk | PI4K2A block
-2% | -4%[59 µM] | 2% | 4% | -4% | CCOc1ccc(Nc2oc(-c3cccs3)nc2C#N)cc1 | -11% | 4% | nt | -1
2% | -13% | 5% | -4% | -23% | Cc1cc(NC(=O)CSc2n[nH]c(N)n2)no1 | -11% | 22% | -1% | -1
3% | 19%[59 µM] | 50%[activator] | -8% | -1% | Cc1ccc(Nc2ncc(C(=O)N3CCN(c4cccc(Cl)c4)CC3)c3ccccc23)cc1Cl | 18% | 62%[activator] | 2% | -7
-2% | 28µM* | -1% | -2% | ? | Brc1ccc(OCCCN2CCOCC2)cc1 | 4.5µM* | ? | -14% | -6
i | -33%[59 µM] | 5% | 21% | -27% | COc1cc(C(=O)NCC(c2ccc(N(C)C)cc2)N2CCCC2)cc(OC)c1OC (stereo not drawn) | -31% | 13% | 4% | -1
-9% | 50µM* | -1% | -2% | -4% | Cc1ccc(OCc2ccc(C(=O)O)o2)c([N+](=O)[O-])c1 | -11% | 20% | 0% | -2
2% | 5%[59 µM] | 12% | -1% | -3% | Cc1cccc(NC(=O)CN(C)S(=O)(=O)c2ccc3c(c2)c(=O)n(C)c(=O)n3C)c1 | -12% | 22% | 3% | 0
-1% | nt | -12% | 1% | nt | COC(=O)C1=C(C)N(CCCC(=O)O)C(=O)NC1c1cccc2ccccc12 (stereo not drawn) | -4% | 46%[activator] | 2% | -3
